# ELG1 DNA repair = qHTS screen for small molecules that inhibit ELG1-dependent DNA repair in human embryonic kidney (HEK293T) cells expressing luciferase-tagged ELG1; 2.3% of 330,000 active; HEK293T ELG1-luciferase reporter, luminescence, 16 h; DNA damage induced by 5-fluorouridine; Potency, µM (top dose mostly 46.1 µM), for inactives: at the top dose activity change, negative = inhibition, most hits filed as inhibitors; further: potency means the concentration at half of the fitted maximal effect; on the % scale 0 is the no-effect control and ±100 the full control effect; nearly all actives have a fitted effect of over 55% in size
#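 HEK293T cells expressing luciferase-tagged ELG1 (2,000/well) received 5-Fluorouridine plus compound or DMSO for 16 hr at 37 °C. Luciferase was read by ONE-Glo luminescence after 30 min at room temperature.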
# KCNH2 3.1 block = qHTS for Inhibitors of KCHN2 3.1: Mutant qHTS; activity change, % (tested at about 1.8 µM); U2OS KCNH2 3.1, thallium flux FluxOr; hits give low values; 0.95% of 340,000 active; Potassium voltage-gated channel subfamily H member 2, brain isoform KCNH2 3.1 (human); AID 720553, 2013;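 active means maximum activity change below -70%; inconclusive means maximum activity change from -70% to -50%; inactive means maximum activity change above -50%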;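 further: thallium influx rate constant from kinetic fluorescence after stimulation buffer; on the % scale 0 is the no-effect control and ±100 the full control effect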
#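 Channel expression came from 3.1 mutant virus (1.77 x 10^8 /mL) applied to suspended U2OS cells for 4 h. Flux was tracked with FluxOr dye plus Red40 quencher, and kinetic rate constants normalized to controls.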
# VP16 counter = VP16 counterscreen qHTS for inhibitors of ROR gamma transcriptional activity | Drosophila S2 Gal4-VP16 UAS-luciferase, luminescence, 20 h | Potency, µM (series often up to 53.6 µM), inactives show top-dose activity, negative = inhibition, hits mostly inhibitors | 3.5% of 310,000 active;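 further: Gal4-VP16 expression switched on by copper sulfate through the metallothionein promoter; potency means the concentration at half of the fitted maximal effect; on the % scale 0 is the no-effect control and ±100 the full control effect; nearly all actives have a fitted effect of over 50% in size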
# PKM2 activator = qHTS Assay for Activators of Human Muscle isoform 2 Pyruvate Kinase | purified PKM2, Kinase-Glo ATP luminescence, activation; response scale: 0% is enzyme alone, no compound | Potency, µM (top dose mostly 57.5 µM), inactives show at the highest dose activation, usual class: activators | 0.34% of 260,000 active | Pyruvate kinase PKM (Homo sapiens), P14618; further: potency means the concentration at half of the fitted maximal effect; on the % scale 0 is the no-effect control and ±100 the full control effect; nearly all actives have a fitted effect of over 55% in size
# Target sequence (P14618 whole entry, looked up, canonical isoform): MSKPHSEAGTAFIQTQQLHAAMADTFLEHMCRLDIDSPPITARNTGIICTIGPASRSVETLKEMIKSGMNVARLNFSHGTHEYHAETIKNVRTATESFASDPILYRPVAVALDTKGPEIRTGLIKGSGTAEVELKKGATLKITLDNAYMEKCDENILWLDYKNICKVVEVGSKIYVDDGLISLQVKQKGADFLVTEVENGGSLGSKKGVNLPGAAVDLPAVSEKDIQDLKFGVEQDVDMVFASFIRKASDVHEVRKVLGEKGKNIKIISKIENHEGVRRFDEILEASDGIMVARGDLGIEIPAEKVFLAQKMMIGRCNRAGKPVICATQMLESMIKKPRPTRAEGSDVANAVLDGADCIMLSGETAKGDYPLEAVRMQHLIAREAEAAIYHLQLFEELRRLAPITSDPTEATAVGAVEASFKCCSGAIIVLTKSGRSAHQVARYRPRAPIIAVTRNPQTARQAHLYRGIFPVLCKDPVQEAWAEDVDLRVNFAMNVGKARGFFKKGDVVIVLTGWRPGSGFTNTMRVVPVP
#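 Kinase-Glo luminescence reports ATP generated from ADP (0.1 mM) and PEP (0.5 mM) by purified hPK-M2 after 1 h at room temperature, pH 7.2 imidazole buffer; intermediate enzyme activity allows detecting inhibitors and activators.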
# NPC1 promoter act = qHTS Assay for NPC1 Promoter Activators. Huh7 NPC1 promoter luciferase reporter, 24 h. Potency, µM (top dose mostly 9.22 µM), for inactives: at the top dose activation, actives largely listed as activators. 2.4% of 320,000 active;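 further: potency means the concentration at half of the fitted maximal effect; % of control where 0% means no effect; nearly all actives have a fitted effect of over 60% in size; reporter is driven by a mutant NPC1 promoter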
#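 Stable NPC1-promoter luciferase Huh7 line; cpd (DMSO) 24 h, 37 °C, 5% CO2; Amplite luciferase reagent 10 min RT; luminescence readout. qHTS format.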
# MBNL1 CUG block = qHTS Assay for Inhibitors of MBNL1-poly(CUG) RNA binding | TR-FRET MBNL1-His/biotin-(CUG)12 binding, 665/545 ratio | Potency, µM (doses to about 57.5 µM), for the others: at the highest dose activity change, negative = inhibition, usual class: inhibitors | 0.036% of 280,000 active | AID 2675, 2010; active means well fitted inhibition curve with a large enough effect in the signal ratio, with a control signal flat, not every such curve was filed as active; inconclusive means small, poorly fitted or top-dose-only effect, or effect the other way, or a change in a side signal; inactive means no such curve, though single readings can be large or run the other way; the % refers to the signal ratio; further: potency means the concentration at half of the fitted maximal effect; on the % scale 0 is the no-effect control and ±100 the full control effect
#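 MBNL1-His + Biotin-(CUG)12, cpd titration 92 nM–58 uM; Tb anti-His Ab 0.055 ng/ul, SA-XL665 5 nM (final); 60 min RT; ratiometric 665/545 nm, Ex 340 nm; normalized to buffer and full-complex controls.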
# FLuc counter = qHTS profiling assay for firefly luciferase inhibitor/activator using purifed enzyme and Km concentrations of substrates (counterscreen for miR-21 project); 6.9% of 360,000 active; Potency, µM (highest dose often 57.5 µM), inactives show top-dose activity change, negative = inhibition, usual class: inhibitors; AID 588342, 2011; purified FLuc, Km substrates, luminescence inhibition;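 further: potency means the concentration at half of the fitted maximal effect; plate controls were vehicle for no effect and reference inhibitor for full effect; nearly all actives have a fitted effect of over 55% in size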
#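 Biochemical qHTS of compounds, final roughly 60 µM downward over six points, against 10 nM purified firefly luciferase using Km concentrations of substrates (10 uM D-luciferin, 10 uM ATP) in Tris acetate pH 7.5 buffer; luminescence output.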
# Menin MLL FP TR = qHTS Assay for Inhibitors Targeting the Menin-MLL Interaction in MLL Related Leukemias: Competition With Texas Red Labeled MLL-derived Mutant Peptide. Menin + Texas Red MLL mutant peptide, fluorescence polarization. 0.23% of 270,000 active. Potency, µM (titrated, usually from 61.6 µM), inactives show at the highest dose FP activity change, negative = inhibition, actives largely listed as inhibitors; active means well fitted inhibition curve with a large enough effect in the polarisation, with a control signal flat, not every such curve was filed as active; inconclusive means small, poorly fitted or top-dose-only effect, or effect the other way, or a change in a side signal; inactive means no such curve, though single readings can be large or run the other way; the % refers to the polarisation; further: potency means the concentration at half of the fitted maximal effect; % of control where 0% means no effect; many of its hits are not listed in these tables
# Target sequence (O00255 whole entry, looked up): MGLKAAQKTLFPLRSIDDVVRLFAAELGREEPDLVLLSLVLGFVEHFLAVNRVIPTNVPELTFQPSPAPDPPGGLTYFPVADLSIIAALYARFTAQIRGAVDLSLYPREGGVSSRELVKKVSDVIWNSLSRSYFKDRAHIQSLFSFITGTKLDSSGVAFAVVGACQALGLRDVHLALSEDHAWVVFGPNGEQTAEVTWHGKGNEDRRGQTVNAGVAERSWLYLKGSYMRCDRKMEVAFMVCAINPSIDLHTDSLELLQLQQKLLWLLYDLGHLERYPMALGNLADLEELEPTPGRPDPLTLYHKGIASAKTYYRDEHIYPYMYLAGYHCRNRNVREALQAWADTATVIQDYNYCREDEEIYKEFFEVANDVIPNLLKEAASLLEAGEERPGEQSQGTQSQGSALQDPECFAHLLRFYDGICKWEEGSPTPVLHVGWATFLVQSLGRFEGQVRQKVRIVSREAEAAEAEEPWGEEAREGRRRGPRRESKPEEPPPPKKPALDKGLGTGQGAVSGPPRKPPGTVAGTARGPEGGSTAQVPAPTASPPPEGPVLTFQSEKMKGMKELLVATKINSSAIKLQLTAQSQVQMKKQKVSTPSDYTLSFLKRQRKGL
# Mito fusion act = qHTS Assay for Small Molecule Inhibitors of Mitochondrial Division or Activators of Mitochondrial Fusion; Potency, µM (titrated, usually from 46.1 µM), for inactives: at the top dose growth rescue (activation), actives largely listed as activators; S. cerevisiae fusion-defective mutant growth rescue, CellTiterGlo 48 h; 0.23% of 320,000 active;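 further: potency means the concentration at half of the fitted maximal effect; % of control where 0% means no effect; nearly all actives have a fitted effect of over 45% in size; temperature-sensitive fusion mutants such as fzo1-1 at 37 °C on non-fermentable ethanol glycerol medium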
#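 Read-out: ATP-based luminescence (CellTiterGlo, 10 min ambient) reporting growth of fusion-defective ts yeast after 48 hours at 37C on glycerol/ethanol YPEG medium in the presence of compound.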
# RORg inh = qHTS for inhibitors of ROR gamma transcriptional activity; Potency, µM (series often up to 53.6 µM), for inactives: at the highest dose activity change, negative = inhibition, hits mostly inhibitors; Drosophila S2 Gal4-RORgamma UAS-luciferase reporter, 20 h; AID 2551, 2010; 5.4% of 310,000 active; Nuclear receptor ROR-gamma (Mus musculus), P51450; further: potency means the concentration at half of the fitted maximal effect; on the % scale 0 is the no-effect control and ±100 the full control effect; nearly all actives have a fitted effect of over 60% in size
#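 Compounds are pin-transferred onto Drosophila Schneider cells expressing a copper-inducible Gal4–ROR gamma transactivation domain fusion. After 1 hr, copper sulfate is added to 700 uM final; luciferase is read 20 hr later.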
# Rab9 promoter act = qHTS Assay for Rab9 Promoter Activators. Huh7 Rab9 promoter-luciferase reporter, luminescence, 24 h. Potency, µM (top dose mostly 9.22 µM), inactives show top-dose activation, negative = inhibition, most hits filed as activators. 2.8% of 320,000 active. AID 485297, 2010; further: potency means the concentration at half of the fitted maximal effect; % of control where 0% means no effect; nearly all actives have a fitted effect of over 60% in size
#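 Luminescence read-out: Huh7 cells stably expressing Rab9-luciferase, treated 24 h with compound at 37 °C, then lysed with luciferase reagent for 10 min at ambient before reading.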
# * hit, by the source's call; ? = inconclusive; nt = not tested or not shown; [ ] = remark or other dose. Unless noted, the call rests on the fitted dose curve; in most records, active means well fitted curve in the direction sought with a large enough effect; inconclusive means small, poorly fitted or top-dose-only effect, or another doubt; inactive means no such curve, though single readings can be large; an effect the other way counts as inactive or inconclusive. These rows are one share of the data; the hit share may differ from the screen's.
SMILES,ELG1 DNA repair,KCNH2 3.1 block,VP16 counter,PKM2 activator,NPC1 promoter act,MBNL1 CUG block,FLuc counter,Menin MLL FP TR,Mito fusion act,RORg inh,Rab9 promoter act
CC1CCN(c2ccc(C(=O)NCCc3ccccc3)cn2)CC1,?,-11,18%,-4%,?,10%,24µM*,-7%,-1%,32%,?
O=C(N/N=C(/c1ccccc1)c1ccncc1)c1ccc2c(c1)OCO2,-28%,-3,-1%,-1%,0%,-4%[11.5 µM],-2%,-4%,-22%,-34%,2%
COc1ccc([C@@H]2[C@@H]3C(=O)N(C(C)(C)C)C(=O)[C@@H]3[C@]3(Cc4ccccc4)C(=O)N(c4ccccc4)C(=O)N23)cc1,-1%,4,nt,nt,-1%,nt,0%,nt,-2%,nt,-4%
O=C(CN1CCCCCC1)Nc1ccc(Br)cc1,?,-2,11%,1%,6%,-1%,-18%,-8%,-2%,25%,10%
Cc1ccc(C(=O)NC(=S)N(C)C2CCCCC2)cc1Br,14%,nt,0.5µM*,-6%,1%,-2%,-3%,nt,-8%,0.22µM*,7%
Nc1ncn(C23CC4CC(CC(C4)C2)C3)n1,-1%,-6,0%,0%,-1%,-1%,3%,3%,-5%,-18%,-2%
O=C(NCCn1cc(SCC(=O)N2CCOCC2)c2ccccc21)c1c(F)cccc1F,?,-3,5%,9%,2%,0%,-3%,-20%,13%,26%,6%
CCOc1ccc(C(=O)N2CCN(c3cccc(C)c3C)CC2)cc1,nt,-74*,18%,14µM*,nt,10%,-2%,?,30%,-2%,nt
CS(=O)(=O)N(CC(=O)NCC1CCCO1)c1cccc(Cl)c1 (centres undefined),-2%,34,-11%,1%,-3%,?,-6%,?,7%,?,3%
CS(=O)(=O)Nc1ccc(S(=O)(=O)N2CCCCCC2)cc1,0%,0,-10%,2%,-1%,-5%,-1%,15%,-5%,-9%,2%
COc1cc2nc(CN3CCN(S(=O)(=O)c4ccc(C)c(C)c4)CC3)[nH]c(=O)c2cc1OC,3%,0,7%,0%,3%,13%,-3%,5%,-3%,12%,-2%
CCNC(=O)/C=C1\NC(C)(C)Cc2c1ccc1ccccc21,0%,-9,10%,7%,-1%,6%,-2%,1%,3%,5%,-2%
C=CCn1c(SCc2nc3cc(C(F)(F)F)ccc3c(=O)[nH]2)nc2sc(CC)cc2c1=O,10%,-18,-3%,12%,-5%,-11%,5%,4%,14%,20%,-4%
N#CC(C#N)=C1c2cc(S(N)(=O)=O)ccc2-c2ccc(S(N)(=O)=O)cc21,2%,-5,4%,0.71µM*,-5%,?,5%,17%,-6%,3%,-7%
CN(Cc1cccs1)C(=O)c1ccc(S(=O)(=O)NCc2ccco2)cc1,-6%,-3,-14%,-2%,-3%,-5%,-3%,nt,-1%,24%,2%
CNC(=S)N1CCN=C1Nc1nc(C)cc(C)n1,?,-4,?,-3%,-2%,-4%,5%,2%,-3%,?,-23%
CC(C)Cc1nnc(NC(=O)c2cc3c(s2)CCC3)s1,?,17,23%,-9%,3.5µM*,15%,?,nt,0%,-5%,3.2µM*
CCn1c(SCC(=O)Nc2ccc3c(c2)OCCO3)nnc1C(C)C,-3%,2,-4%,-2%,4%,-2%,?,1%,-5%,-24%,1%
CCOC(=O)c1oc2ccc(/C=N/O)c(Cl)c2c1C,?,-19,3.2µM*,9%,25%,-16%,?,20%,28%,0.56µM*,?
Cc1nn(Cc2ccc(Cl)cc2)c(C)c1NC(=O)CSc1nc2c(c(C(F)(F)F)n1)CCc1ccccc1-2,?,-9,1%,0%,-11%,3%,2%,-24%,0%,-6%,-5%
CCOC(=O)c1oc2ccc(CNC(C)(C)C)c(Cl)c2c1C,?,-1,-6%,4%,0%,2%,-12%,1%,-4%,-8%,2%
CCOC(=O)c1sc(C)c2c(=O)n(CC)nnc12,-1%,3,-4%[0.365 µM],5%,1%,?,2%,19%,-2%,-1%,-6%
N/C(Cc1cccc2ccccc12)=N\O,8%,12,-5%,2%,-3%,nt,-1%,nt,-2%,0%,15%
Cc1ccc(S(=O)(=O)Nc2cc(-c3nn(C)c(=O)c4ccccc34)ccc2N2CCOCC2)cc1,?,-27,-1%,-7%,-3%,-1%,-3%,nt,8%,-28%,-3%
CC(=C\C(=O)O)/C(=C/c1ccco1)C(=O)O,12%,-9,4%,2%,4%,1%,-2%,nt,-2%,19%,-5%
NC(=O)c1ccc(NC(=O)Nc2ccc3c(c2)OCO3)cc1,?,4,9%,-10%,?,-7%,24µM*,nt,0%,-1%,?
Cn1c(CNC(=O)c2ccc(F)cc2)nc2ccccc21,-2%,3,-3%,0%,2%,-1%,-1%,-23%,-8%,-25%,-5%
Cc1ccc(NC(=O)c2c([N+](=O)[O-])cnn2C)cc1C,-2%,13,14%,-1%,-10%,?,0%,6%,3%,-25%[1.91 µM],9%
COC(=O)c1ccc(CNCC(O)COc2ccc(-c3ccccc3)cc2)cc1 (centres undefined),2%,?,1%,-1%,1%,-1%,4%,-11%,-31%,2%,4%
O=S(=O)(Nc1c(S(=O)(=O)c2ccccc2)c2nc3ccccc3nc2n1C1CCCCC1)c1ccccc1,1%,-18,-19%,6%,0%,nt,-5%,-15%,-7%,-8%[10 µM],-11%
CCCCN(C(=O)C1CC(=O)N(c2ccc(OC)cc2OC)C1)c1c(N)n(CC(C)C)c(=O)[nH]c1=O (centres undefined),-8%,nt,0%,-1%,0%,3%,6%,-3%,2%,-36%,3%
O=C(NC1CCCCNC1=O)c1ccco1 (centres undefined),-2%,21,2%,nt,-4%,3%,-2%,14%,5%,16%,-5%
COCc1nnc(NC(=O)CSc2ccc(C)cc2)s1,18%,-7,-26%,1%,1%,-1%,-14%,?,-2%,?,1%
COc1ccc(OC)c(CN2CCN(C(=O)c3ccco3)CC2)c1,3%,9,-7%,-1%,-3%,-8%,4%,3%,0%,-18%,5%
CCOC(=O)Cc1csc(NC(=S)NC(=O)c2cccc([N+](=O)[O-])c2)n1,8%,-3,?,-2%,0%,13%,-6%,15%,-9%,11µM*,-4%
CCOc1cc(/C=N/NC(=O)Cn2nc([N+](=O)[O-])cc2C)cc(Br)c1OCc1ccccc1C,nt,4,-18%,5%,-5%,-1%,0%,-9%,8%,?,-5%
N#Cc1c2n(c(=S)n(-c3ccccc3[N+](=O)[O-])c1=O)CCCCC2,6%,10,-1%,-11%,2%,?,-7%,20%,8%,?,0%
COc1ccc(CNC(=O)Cn2nnc(-c3ccc(NC(=O)C4CCCCC4)cc3)n2)cc1,?,7,-12%,-2%,?,-17%,-3%,?,1%,45%,?
CCOc1ccc(N2C(=O)Nc3ccccc3C2(O)C(=O)NCc2ccc(C)cc2)cc1 (centres undefined),-14%,-10,-15%,nt,0%,-4%,2%,0%,4%,20%,4%
Cc1ccsc1C(=O)NCC(=O)OCc1ccccc1,17%,10,?,-9%,-6%,2%,?,nt,1%,7%,-2%
O=C(Nc1ccon1)Nc1cccc(Cl)c1Cl,-9%,-9,30%,-6%,-4%,-3%,2%,-12%,1%,34%,14%
COc1ccc(-c2cnn3cc(-c4cccc(Cl)c4)cnc23)cc1,-3%,-2,4%,nt,-5%,-2%,-2%,6%,-13%,-3%,-1%[1.84 µM]
O=C(/C=C/c1c(F)cccc1Cl)c1ccc(F)cc1,?,-8,?,-3%,1%,10%,6.7µM*,-14%,-1%,?,13%
CN1C(=O)CC(N2CCN(CC(N)=O)CC2)C1=O (centres undefined),-1%,2,-3%,-5%,-3%,-9%,0%,-20%,-3%,-4%,-1%
S=C(NCc1ccco1)Nc1ccc(Br)cc1Cl,10%,10,-25%,-1%,30%,-7%,27µM*,18%,-4%,13µM*,?
O=C(COC(=O)CSc1nnc(-c2ccc(Cl)cc2)o1)Nc1cc(Cl)ccc1Cl,0%,7,3%,-3%,-3%,-7%,?,nt,9%,1%,-1%

# Bioassay records: PubChem, National Center for Advancing Translational Sciences (NCATS)
